Screening results: PubChem BioAssay, National Center for Advancing Translational Sciences (NCATS)
Akt phos inh: HTS Assay for Inhibitors of Akt Phophorylation: Primary Screen. Neuro2A IGF-stimulated pAkt S473 HTRF, 20 min; hits give low values. activity change, % for hits at 50 µM. actives 0.32% (n = 360,000). AID 651550, 2012; in the data active means activity change below about -80%; inconclusive means mostly about -51% to -80%; further: on the % scale 0 is the no-effect control and ±100 the full control effect
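Neuro2A cells in DMEM with 0.5% FBS, overnight at 37 deg C, given compound at single 50 µM final, then IGF (6 nM final) for 20 min at 37 deg C. Lysed; phospho-Akt Ser473 by HTRF after 24 h, 665/615 ratio.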
CCT chaperon mod: High-Throughput Screening for Modulators of Cytosolic Chaperonin Activity | activity change, % (no concentration beside the values), hits read low | actives 0.3% (n = 360,000) | purified chaperonin ATPase assay, HTRF ADP detection, 30 min | AID 651819, 2012; in the data active means activity change below about -30%; further: on the % scale 0 is the no-effect control and ±100 the full control effect
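First, chaperonin was dispensed at 40 nM or 20 nM final depending on batch activity. Next, compounds were pinned at 76 uM and ATP added at 10 uM. After 30 min at 37 °C, ADP detection reagents ran 30 min at ambient temperature.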
Mm-Cpn inhibitor: Inhibitors of TCP-1 ring complex (TRiC) of Methanococcus maripaludis (MmCpn): qHTS; Chaperonin Mm-Cpn (Methanococcus maripaludis); actives 0.031% (n = 330,000); purified Mm-Cpn ATPase, ADP Transcreener TR-FRET; Potency, µM (top dose mostly 76.9 µM), without a hit: at the highest dose activity, negative = inhibition, actives largely listed as inhibitors; AID 504842, 2011; further: potency means the concentration at half of the fitted maximal effect; on the % scale 0 is the no-effect control and ±100 the full control effect; nearly all actives have a fitted effect of over 80% in size
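Inhibition of chaperonin ATP hydrolysis is measured as reduced ADP production, detected by competitive TR-FRET in which signal falls with ADP. Final enzyme 25 nM and ATP 10 uM, reacted 30 min at 37°C.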
EPAC2 ag: qHTS for Agonist of cAMP-regulated guanine nucleotide exchange factor 4 (EPAC2): primary screen; actives 0.079% (n = 360,000); Rap guanine nucleotide exchange factor 4 (Homo sapiens), Q8WZA2; EPAC2 activation, biochemical qHTS; response scale: 100% = 6.5 mM cAMP response; Potency, µM (highest dose often 154 µM), without a hit: at the top dose activation, most hits filed as activators; further: potency means the concentration at half of the fitted maximal effect; nearly all actives have a fitted effect of over 50% in size
Target sequence (Q8WZA2 whole entry, looked up): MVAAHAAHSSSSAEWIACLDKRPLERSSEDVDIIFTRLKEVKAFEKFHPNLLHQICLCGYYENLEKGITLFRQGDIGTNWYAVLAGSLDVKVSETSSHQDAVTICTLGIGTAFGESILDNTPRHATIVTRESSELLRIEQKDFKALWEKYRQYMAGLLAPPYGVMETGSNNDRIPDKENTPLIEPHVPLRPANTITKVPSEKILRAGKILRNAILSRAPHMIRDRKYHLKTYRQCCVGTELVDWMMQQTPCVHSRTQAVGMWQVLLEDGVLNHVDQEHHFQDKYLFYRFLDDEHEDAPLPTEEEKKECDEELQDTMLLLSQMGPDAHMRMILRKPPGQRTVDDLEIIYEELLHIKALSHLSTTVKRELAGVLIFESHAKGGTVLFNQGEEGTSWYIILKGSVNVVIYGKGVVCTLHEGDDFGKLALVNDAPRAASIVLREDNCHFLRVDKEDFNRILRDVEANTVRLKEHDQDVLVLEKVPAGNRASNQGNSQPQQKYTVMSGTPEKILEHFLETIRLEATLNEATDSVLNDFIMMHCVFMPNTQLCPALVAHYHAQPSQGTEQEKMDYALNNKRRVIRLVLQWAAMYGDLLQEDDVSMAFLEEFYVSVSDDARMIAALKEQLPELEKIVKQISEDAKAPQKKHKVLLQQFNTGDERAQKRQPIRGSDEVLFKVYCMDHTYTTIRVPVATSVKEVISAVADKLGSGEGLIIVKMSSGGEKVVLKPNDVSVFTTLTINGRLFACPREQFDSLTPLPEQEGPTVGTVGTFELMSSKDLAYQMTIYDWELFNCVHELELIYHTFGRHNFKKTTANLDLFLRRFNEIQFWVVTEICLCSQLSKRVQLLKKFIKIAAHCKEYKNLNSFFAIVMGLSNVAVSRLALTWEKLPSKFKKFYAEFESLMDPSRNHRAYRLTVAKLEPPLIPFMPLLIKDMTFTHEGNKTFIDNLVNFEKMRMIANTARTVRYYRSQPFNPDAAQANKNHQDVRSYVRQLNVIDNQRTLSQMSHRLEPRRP
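Nucleotide exchange monitored as fluorescence drop when BODIPY-GDP leaves Rap1B. Reaction: 100 nM EPAC2, 250 nM RAP1B-BODIPY-GDP, 50 uM GDP, room temperature, kinetic read over 30 min. Activity expressed relative to 6.5 mM cAMP.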
A549 tox: Nrf2 qHTS screen for inhibitors: counterscreen for cytotoxicity; AID 504648, 2011; actives 0.16% (n = 390,000); A549 ARE-Fluc cells, CellTiter-Fluor viability, 18-24 h; Potency, µM (highest dose often 46 µM), for inactives: at the highest dose activity change, negative = cytotoxicity, usual class: inhibitors; further: potency means the concentration at half of the fitted maximal effect; on the % scale 0 is the no-effect control and ±100 the full control effect
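A549 ARE-Fluc cells in 5% FBS OPTI-MEM, 5000 cells/well, rested 2 h then exposed to compounds in concentration-response for 18-24 h at 37 °C. Viability by CellTiter-Fluor fluorescence (Ex 405/Em 525) after 30 min; luciferase luminescence (BugLite, 15 min, RT) read afterwards.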
TGFb inhibitor: qHTS for Inhibitors of TGF-b | HepG2 CAGA-GFP TGF-b/SMAD3 reporter, GFP fluorescence, 18 h; TGF-beta stimulated, 500 pg/mL final | Potency, µM (titrated, usually from 46.1 µM), for inactives: top-dose activity, negative = inhibition, hits mostly inhibitors | actives 1.2% (n = 410,000) | AID 588855, 2011; further: potency means the concentration at half of the fitted maximal effect; on the % scale 0 is the no-effect control and ±100 the full control effect; nearly all actives have a fitted effect of over 65% in size
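First, reporter cells (HEPG2 CAGA-GFP) rested 2 h at 37 degrees C. Next, compounds were pinned in and TGF-beta added to 500 pg/mL final. After 18 h, GFP was imaged per cell and summed per well.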
Nrf2 ARE act: qHTS of Nrf2 Activators; actives 0.31% (n = 410,000); Potency, µM (highest dose often 46.1 µM), inactives show top-dose activation, usual class: activators; AREc32 ARE-luciferase reporter (MCF7-derived line), luminescence, 24 h; AID 624171, 2012; further: potency means the concentration at half of the fitted maximal effect; % of control where 0% means no effect; nearly all actives have a fitted effect of over 65% in size
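Luciferase luminescence (Steady-Glo, 30 min at room temperature) served as the read-out of ARE activation in AREc32 cells treated with compounds for 24 hr at 37 deg C.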
Nrf2 inh: Nrf2 qHTS screen for inhibitors | A549 ARE-Fluc reporter, luciferase luminescence, 18-24 h | Potency, µM (titrated, usually from 46 µM), for the others: at the top dose activity change, negative = inhibition, usual class: inhibitors | actives 2.1% (n = 360,000) | AID 504444, 2011; further: potency means the concentration at half of the fitted maximal effect; on the % scale 0 is the no-effect control and ±100 the full control effect; nearly all actives have a fitted effect of over 60% in size
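Reporter: ARE-Fluc in A549. Exposure: 18-24 h, 37 °C, 5% CO2, 5% FBS OPTI-MEM. Readouts: fluorescent cytotoxicity (CellTiter-Fluor), then luminescent Nrf2 signal after BugLite.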
EPAC2 antag: qHTS for Antagonist of cAMP-regulated guanine nucleotide exchange factor 2 (EPAC2): primary screen. Rap guanine nucleotide exchange factor 4 (Homo sapiens), Q8WZA2. EPAC2 GEF exchange of Rap1B-BODIPY-GDP, fluorescence. Potency, µM (series often up to 114 µM), without a hit: at the top dose activity, negative = inhibition, hits mostly inhibitors. actives 0.18% (n = 360,000); further: potency means the concentration at half of the fitted maximal effect; on the % scale 0 is the no-effect control and ±100 the full control effect; nearly all actives have a fitted effect of over 45% in size; many of its hits are not listed in these tables
Numbers without * were called inactive; i = inactive; ? = inconclusive; · = no result given; [ ] = dose if it differs, or a comment. Unless noted, the call rests on the fitted dose curve; in most records, active means well fitted curve in the direction sought with a large enough effect; inconclusive means small, poorly fitted or top-dose-only effect, or another doubt; inactive means no such curve, though single readings can be large; an effect the other way counts as inactive or inconclusive.

no.	compound	Akt phos inh	CCT chaperon mod	Mm-Cpn inhibitor	EPAC2 ag	A549 tox
1	CC(=O)c1ccc(NS(=O)(=O)c2ccc(-c3cc(C)no3)s2)cc1	·	·	·	·	-8%
2	O=C(CSc1nc(C(F)(F)F)cc(=O)[nH]1)N1CCCC1	i	0.4	0%	2%	-1%
3	Cc1onc(-c2ccccc2)c1CNC(=O)Nc1ccc(C(F)(F)F)cc1	i	-3.1	2%	5%	-15%
4	CCOc1ccc(NC(=O)C2CC(=O)N(Cc3ccco3)C2)cc1 (centres undefined)	i	1.2	-1%	-6%	-1%
5	COc1ccc(C(=O)Nc2ccc3c4c(cccc24)CC3)cc1	·	-0.4	2%	0%	-3%
6	N#Cc1ccc(S(=O)(=O)Nc2ccc3ccccc3n2)cc1	i	-0.8	-7%	2%	-4%
7	CCC(C)C(NC(=O)c1ccccc1NC(=O)c1ccccc1)C(=O)O (centres undefined)	i	-1.8	-1%	-6%	1%
8	Cc1c(N)cc[n+](CC(=O)c2ccccc2)c1C	i	-3.0	-4%	15%	-17%
9	Cc1ccsc1C1C2=C(CCCC2=O)Nc2ncnn21 (centres undefined)	i	-1.0	0%	3%	2%
10	Cc1ccc(NS(=O)(=O)c2ccc(C(=O)N3CCCCCCC3)cc2)cc1	i	-3.2	-2%	28%	-7%

no.	TGFb inhibitor	Nrf2 ARE act	Nrf2 inh	EPAC2 antag
1	0%	3.0%	-2%	·
2	4%	-0.2%	-1%	1%
3	-23%	0.5%	?	-17%
4	-8%	7.1%	11%	8%
5	-5%	0.7%	·	11%
6	-4%	-0.9%	-8%	1%
7	1%	-1.9%	-11%	-1%
8	0%	-0.5%	4.1µM*	10%
9	1%	-0.6%	2%	0%
10	-21%	-0.1%	21µM*	4%

(continued)
no.	compound	Akt phos inh	CCT chaperon mod	Mm-Cpn inhibitor	EPAC2 ag	A549 tox
11	Cc1nc(C(=O)NCc2ccccc2)sc1C1(C)CC(c2cccnc2)=NO1 (centres undefined)	i	1.6	0%	6%	0%
12	Cc1ccc(C(=O)c2c3ccccc3[n+]([O-])n2CCC(N)=O)cc1	i	0.8	2%	2%	-22%
13	CCCC(=O)Nc1ccc(C(=O)COC(=O)C2=COCCO2)cc1	i	-2.1	0%	0%	-1%
14	Cc1ccc(NC2(C(F)(F)F)N=C(c3ccccc3)NC2=O)nc1 (centres undefined)	i	0.7	0%	12%	-5%
15	O=C(O)CP(=O)(c1ccccc1)c1ccccc1	i	1.1	0%	2%	10%
16	Cc1ccc(-c2cc3c(nn2)-c2ccccc2C3=O)cc1	i	-5.2	0%	1%	1%
17	COc1ccc(CCNC(=O)c2cnccn2)cc1	i	-6.6	-2%	11%	0%
18	Cc1cc(C2C(=O)NC(=O)C2=O)c(C)cc1Br (centres undefined)	i	-1.3	·	3%	-2%
19	O=C(N=Nc1c(O)[nH]c2ccccc12)c1cc(-c2cccs2)[nH]n1	i	-2.6	-5%	8%	-5%
20	CSC1=NSC2=NC(=O)/C(=C\c3cccs3)C(=N)N12	i	0.0	-1%	-4%	?

no.	TGFb inhibitor	Nrf2 ARE act	Nrf2 inh	EPAC2 antag
11	?	3.5%	?	-17%
12	14%	3.7%	8%	-1%
13	0%	-0.7%	5%	3%
14	12%	0.2%	0%	2%
15	-3%	-0.4%	·	-2%
16	?	0.0%	?	-2%
17	5%	-1.0%	0%	12%
18	9%	-0.2%	0%	-17%
19	25%	4.3%	?	-14%
20	?	2.7%	?	-4%

(further entries)
no.	compound	Akt phos inh	CCT chaperon mod	Mm-Cpn inhibitor	EPAC2 ag	A549 tox
21	COc1ccc(CNC(=O)COC(=O)CN2C(=O)NC3(CCCC3)C2=O)cc1	i	0.3	-2%	7%	0%
22	COc1cccc(CNc2nc3cc(-c4ccccc4CO)sc3c(=O)n2C)c1	·	0.0	·	15%	·
23	COc1cccc(S(=O)(=O)Nc2ccc3c(c2)[C@@H]2C[C@@H](CC(=O)NCc4ccc(Cl)cc4)O[C@@H](CO)[C@@H]2O3)c1	i	0.2	·	-25%	·
24	COc1cc(CN2CCCC(CO)(Cc3ccccc3)C2)ccc1O (centres undefined)	i	2.2	1%	7%	13%
25	COc1ccc(C2(C)NC(=O)N(CC(=O)Nc3ccc4[nH]c(=O)[nH]c4c3)C2=O)cc1 (centres undefined)	i	-1.3	0%	2%	2%
26	Cc1cc(-c2nnc(SCC(=O)Nc3ccccn3)o2)no1	i	-0.7	1%	15%	1%
27	CC(=O)c1ccc(NC(=O)c2ncn(-c3ccccc3)n2)cc1	·	·	·	·	2%
28	O=C(c1ccc(Br)s1)N1CCN(c2ccccn2)CC1	i	-11	?	-6%	9%
29	O=C(CCN1CCCCC1)NNC(=S)NC(=O)c1ccc(Br)cc1	i	0.0	1%	-4%	3%
30	COc1ccc(S(=O)(=O)N2CCCC(C(=O)NCc3ccncc3)C2)cc1 (centres undefined)	i	1.9	-9%	8%	-5%

no.	TGFb inhibitor	Nrf2 ARE act	Nrf2 inh	EPAC2 antag
21	0%	-0.2%	19%	1%
22	-10%	-0.1%	·	4%
23	?	-1.2%	·	?
24	17%	-0.5%	-4%	-10%
25	?	-0.4%	27%	13%
26	5%	-0.4%	5%	-7%
27	16%	0.1%	?	·
28	-3%	3.0%	?	-3%
29	14%	3.8%	?	13%
30	-1%	0.1%	-23%	-5%

Rewritten with tabs: 2 of the compounds above.
no.	mol	Akt phos inh	CCT chaperon mod	Mm-Cpn inhibitor	EPAC2 ag	A549 tox	TGFb inhibitor	Nrf2 ARE act	Nrf2 inh	EPAC2 antag
5	COc1ccc(C(=O)Nc2ccc3c4c(cccc24)CC3)cc1	·	-0.4	2%	0%	-3%	-5%	0.7%	·	11%
28	O=C(c1ccc(Br)s1)N1CCN(c2ccccn2)CC1	i	-11	?	-6%	9%	-3%	3.0%	?	-3%

Continuation:
no.	compound	Akt phos inh	CCT chaperon mod	Mm-Cpn inhibitor	EPAC2 ag	A549 tox
31	O=C(CS(=O)(=O)Cc1ccccc1)Nc1nc2ccccc2s1	i	-0.1	-3%	5%	-5%
32	Cc1ccc(CCC(=O)NCc2ccccc2)o1	i	-0.9	1%	-2%	-4%
33	O=S(=O)(Cc1ccccc1)NCc1cccnc1	i	-4.0	-1%	11%	4%
34	O=C1Nc2ccccc2/C1=N/N=C/c1ccc(-c2ccc([N+](=O)[O-])cc2)o1	i	-1.6	3%	13%	-1%
35	CCn1c(SCC(=O)Nc2nc(-c3ccccc3)cs2)nc2c1c(=O)n(C)c(=O)n2C	i	-2.1	-2%	-5%	-2%
36	O=C(c1ccc(S(=O)(=O)c2cccc(Cl)c2)c([N+](=O)[O-])c1)N1CCN(c2ccccn2)CC1	i	-3.6	0%	19%	?
37	Cc1cc(C(=O)COC(=O)c2ccccc2O)c(C)n1Cc1cccs1	i	1.8	-5%	7%	?
38	COc1ccc(/C(O)=C2/C(=O)C(=O)N(Cc3cccnc3)C2c2ccco2)cc1OC (centres undefined)	i	-0.1	0%	6%	-10%
39	Fc1ccc(CSc2ncnc3sc4c(c23)CCCC4)cc1	-114%*	-3.8	1%	1%	2%
40	Cc1ccc(C2CCN(C(=S)Nc3cccc(Cl)c3)C2)cc1 (centres undefined)	i	0.8	-1%	9%	11%

no.	TGFb inhibitor	Nrf2 ARE act	Nrf2 inh	EPAC2 antag
31	-4%	0.0%	10%	-2%
32	3%	-0.2%	-15%	-1%
33	?	0.1%	5%	-1%
34	22%	26%	8%	4%
35	-5%	-0.4%[9.22 µM]	2%	10%
36	11µM*	-1.7%	16µM*	0%
37	-37%	-3.0%	6.5µM*	10%
38	9%	0.2%	-23%	-1%
39	10%	-0.6%	-9%	-5%
40	?	-0.7%	-59%	1%

Following part.
no.	compound	Akt phos inh	CCT chaperon mod	Mm-Cpn inhibitor	EPAC2 ag	A549 tox
41	CCCS(=O)(=O)Nc1c(C(=O)O)[nH]c2ccccc12	i	-0.3	-4%	-6%	1%
42	CCOC(=O)c1c(N)sc2c1CCC(C)C2 (centres undefined)	i	1.0	-2%	10%	2%
43	Cc1cc(/C=N/NC(=O)C(O)(c2ccccc2)c2ccccc2)c(C)n1-c1ccccc1	i	-3.1	0%	7%	6%
44	N#C/C(=C\c1ccc(OCCN2CCOCC2)cc1)C(=O)Nc1ccc(S(N)(=O)=O)cc1	i	0.8	2%	0%	3%
45	COc1ccc(Cl)cc1NC(=O)CCNS(=O)(=O)c1cccc2nonc12	i	0.0	1%	7%	-11%

no.	TGFb inhibitor	Nrf2 ARE act	Nrf2 inh	EPAC2 antag
41	2%	8.4%	7%	2%
42	4%	2.9%	15%	-7%
43	-2%	0.2%	-29%	-4%[57.1 µM]
44	-18%	-0.1%	-13%	1%
45	8%	16%	-21%	-1%

Printed as active in TGFb inhibitor (from the list above):
item	SMILES	Akt phos inh	CCT chaperon mod	Mm-Cpn inhibitor	EPAC2 ag	TGFb inhibitor	Nrf2 ARE act	EPAC2 antag
36	O=C(c1ccc(S(=O)(=O)c2cccc(Cl)c2)c([N+](=O)[O-])c1)N1CCN(c2ccccn2)CC1	i	-3.6	0%	19%	11µM*	-1.7%	0%

Some of the compounds tested; the hit share may differ from the screen's.
